# Screening results (PubChem)
# hcGAS inh = blocks human cGAS activity. Q8N884. recombinant h-cGAS, ATP depletion, Kinase-Glo luminescence. inhibition, % at 12.5 µM. 290,000 compounds, 0.081% hits. AID 1259398;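 further: 0% = vehicle reaction and 100% = reaction without DNA for no activity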
# Target sequence (Q8N884 whole entry, looked up): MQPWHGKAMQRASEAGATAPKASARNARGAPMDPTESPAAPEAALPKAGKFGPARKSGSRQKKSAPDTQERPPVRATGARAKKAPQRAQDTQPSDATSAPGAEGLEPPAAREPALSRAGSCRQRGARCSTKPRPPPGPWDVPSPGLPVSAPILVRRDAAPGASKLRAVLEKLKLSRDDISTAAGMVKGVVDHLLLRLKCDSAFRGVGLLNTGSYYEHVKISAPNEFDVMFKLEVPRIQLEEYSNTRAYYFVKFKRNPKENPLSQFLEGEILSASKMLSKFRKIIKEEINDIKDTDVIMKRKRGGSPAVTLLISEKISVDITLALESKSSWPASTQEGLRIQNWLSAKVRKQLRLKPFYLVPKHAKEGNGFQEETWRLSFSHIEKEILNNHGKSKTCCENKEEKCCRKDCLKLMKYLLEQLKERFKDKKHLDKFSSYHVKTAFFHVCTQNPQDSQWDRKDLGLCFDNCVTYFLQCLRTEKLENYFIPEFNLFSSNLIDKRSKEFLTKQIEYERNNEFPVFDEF
# mcGAS inh = mouse cGAS inhibition by luminescence; Q8C6L5; recombinant cGAS, Kinase-Glo ATP depletion luminescence; inhibition, % at 12.5 µM; 160,000 compounds, 0.15% hits;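 further: 0% = negative control wells and 100% = reference inhibitor with no enzyme activity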
# NPYLR7 ag = activates Aedes aegypti NPYLR7 receptor; activation, % at 10 µM; 270,000 compounds, 0.15% hits; AID 1259423; HEK293T NPYLR7/Galpha15, GCaMP6s calcium fluorescence; in the data active means activation above about 40%;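 further: 0% = vehicle and 100% = reference agonist at the receptor; some compounds past the cut are filed as inactive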
# * marks the source's active call; other numbers are inactive results; . = no result given; & = joins results of further samples. Unless noted, no stated cut-off is given here; in the data, active means inhibition above about 40%; inactive means the rest.
nr	compound	mcGAS inh	hcGAS inh	NPYLR7 ag
1	CCOCCCN(CC(=O)N(Cc1cccn1Cc1ccc(F)cc1)C1CCCCC1)C(=O)c1cccs1	-5.8	-4.6	-0.2
2	CCN1CCN(Cc2c(O)cc(C)c3c2O/C(=C\c2cc4ccccc4o2)C3=O)CC1	-8.2	-5.0	17.7
3	CCN1CCN(c2c(CN(CCOC)C(=O)Cc3ccc(OC)cc3)c(C)nn2-c2cccc(F)c2)CC1	-4.5	-5.4	-0.8
4	O=C(Cc1coc(-c2ccccc2)n1)NC1C2CCCCC21 (stereo not given)	.	6.1	1.9
5	Cn1cc(CN2CCNC(=O)CC2)c(-c2cccc(Cl)c2)n1	.	-9.7	3.0
6	COC(=O)[C@@H]1C[C@H](C(=O)N(C)Cc2ccccn2)[C@H](c2cccc(Cl)c2)N1C	.	-4.9	5.9
7	COc1nc(-c2cccc(C(F)(F)F)c2)n(-c2cccc(NC(=O)c3cccc([N+](=O)[O-])c3)c2)n1	-5.1	-2.8	-0.8
8	O=[N+]([O-])c1cnccc1Sc1cccc(C(F)(F)F)c1	.	-9.0	-7.7
9	CNC(=O)NC(=O)CSc1nnc(Cc2cccs2)n1C1CC1	.	-4.0	6.1
10	CCc1cccc(C)c1NC(=O)CN(C)C1=NS(=O)(=O)c2ccccc21	.	-6.6	7.8
11	CCOC(=O)C1(C(F)(F)F)C(C#N)C(N)=Nc2cc(-c3ccc(OC)cc3)nn21 (stereo not given)	.	-0.8	-1.4
12	O=c1[nH]c(CN2CCN(Cc3c(F)cccc3Cl)CC2)nc2ccc(Cl)cc12	-10.7	-2.4	-3.4
13	NS(=O)(=O)c1ccc(CNC(=O)/C=C/c2c(Cl)cccc2Cl)cc1	.	1.0	4.8
14	CCc1cc(N2CCCCC2C)nc(SCc2ccc(C(=O)O)o2)n1 (stereo not given)	-2.7	1.6	4.5
15	CCOC(=O)c1nn(-c2ccc(OCC)cc2)c2nc(-c3cccc(OC)c3)c(C#N)c(=O)n12	.	-10.6	-5.1
16	CCc1nccc(CN2CCC(CNC(=O)C3CCC(C)CC3)C2)n1 (stereo not given)	.	-7.7	5.2
17	COc1cccc(F)c1COc1ccc2c(C3CC3)noc2n1	-6.4	-10.1	2.3
18	CCOc1ccc(C2=NOC(C)C(=O)N2)cc1 (stereo not given)	.	2.8	5.1
19	Oc1cccc(C=NN=C(c2ccccc2)c2ccccc2)c1O	.	-10.3	5.6
20	CCC1CN(Cc2c(Cl)ccc(O)c2Cl)CCN1C(C)C (stereo not given)	.	-5.0	-2.5
21	Cc1cc(OCC2CN(C(=O)CCNC(=O)OCc3ccccc3)CCO2)ccc1Cl (stereo not given)	.	-4.1	6.1
22	Fc1c(CN2CCCC2)cccc1Oc1ncccc1C(F)(F)F	.	-2.8	16.2
23	CN1C(C(=O)NCCN2CCOCC2)=CC(c2ccco2)=NS1(=O)=O	.	-0.1	2.5
24	CC(NC(=O)Nc1cc(F)c(N(C)C)c(F)c1)c1nccs1 (stereo not given)	.	-19.8	4.4
25	CCc1cnc(-c2cc(F)c3c(c2)CC(CN)O3)nc1 (stereo not given)	.	-7.1	5.7
26	Cc1ccc(C)c(S(=O)(=O)NCCNc2cc(-n3ccnc3C)ncn2)c1	-11.7	-2.7	-14.0
27	CCN1CCN(C(c2ccccc2)C2Sc3ncnn3C2=O)CC1 (stereo not given)	-6.7	-6.7	6.6
28	O=C(c1ccc2ncccc2c1)N1CCC2(CCCO2)CC1	-12.2	-5.7	7.9
29	COc1ccc(NC(=O)N2CC(=O)N3CCc4cc(F)ccc4C3C2)c(C)c1 (stereo not given)	-4.0	-5.4	23.4
30	CCOC(=O)C1=C(C)N=C2SC=C(CC(=O)N3CCCCC3C)N2C1c1ccccc1C (stereo not given)	.	-14.0	2.2
31	NS(=O)(=O)CCCC(=O)N1CCCC(Nc2ccc(F)c(F)c2)C1 (stereo not given)	.	-4.0	10.4
32	CN(Cc1ccc(C#N)cc1)Cc1ccco1	.	-10.0	9.3
33	CN(C)C(=O)c1ccc2c(c1N)C(=O)c1ccccc1C2=O	.	-6.2	-1.2
34	Cc1[nH]c2ccc(Br)cc2c1CC(=O)NNS(=O)(=O)c1ccccc1	-0.1	2.7	3.5
35	O=C(CCN(Cc1ccco1)c1nc(-c2ccccc2)nc2cc(Cl)ccc12)Nc1ccccc1	-3.3	-1.5	8.1
36	Cc1[nH]n(-c2nc(-c3ccc(Br)cc3)cs2)c(=O)c1N=Nc1ccc(Oc2ccccc2)cc1	2.0	6.9	1.4
37	Cc1cccn2c(F)c(C(F)(F)F)nc12	.	-4.2	-5.7
38	O=C(Nc1ccc(F)cc1)c1csc(COc2ccc(Cl)cc2)n1	-0.4	2.3	4.5
39	COCCn1c(SCC(=O)OC(C)C)nc2sc(C)c(C)c2c1=O	.	-2.1	13.7
40	CC1=NC2=C(C(=O)CCC2)C(c2cccc(C(F)(F)F)c2)C1C(=O)OCC1CCCO1 (stereo not given)	-4.8	-2.1	-9.7
41	CC(C)Sc1ccccc1NC(=O)CC1CCCO1 (stereo not given)	.	4.7	1.9
42	CCOc1cc(-c2cc(C(=O)O)c3[nH]c(-c4ccccc4)nc3n2)ccc1O	-5.6	0.8	-0.4
43	C=CCN1C(=O)C2(CC(=O)N(CCOc3ccccc3)C2=O)c2cc(OC)ccc21 (stereo not given)	-2.8	-3.5	3.3
44	Cn1c(=O)c2c(SCC(=O)Nc3ccc(C(F)(F)F)cc3)nc(C3CCCC3)nc2n(C)c1=O	-7.4	-2.5	-3.0
45	O=C(Cn1cnc2sccc2c1=O)NC(=O)NC12CC3CC(CC(C3)C1)C2	-1.4	-2.2	3.0
46	C=CCN1CC(C(=O)NCc2ccc(N3CCCC3=O)cc2)CC1=O (stereo not given)	-15.0	-4.8	3.1
47	O=S1(=O)CCC(N(Cc2cccc(Cl)n2)CC2CCCO2)C1 (stereo not given)	.	-9.5	3.2
48	Cc1cc2nc(-c3cc(NC(=O)c4ccc(F)cc4)ccc3O)oc2cc1C	-6.6	1.5	8.3
49	CCCn1ncc(CN2CCCC(Cc3cccc(OC)c3)(C(=O)OCC)C2)c1C (stereo not given)	0.9	-2.7&4.4	-1.7&-7.1
50	COc1nc2ccccc2nc1N1CCC(C(N)=O)CC1	-6.3	-5.2	9.7

# An excerpt of these results, in transposed form.
(27) CCN1CCN(C(c2ccccc2)C2Sc3ncnn3C2=O)CC1 (stereo not given)
(28) O=C(c1ccc2ncccc2c1)N1CCC2(CCCO2)CC1
(29) COc1ccc(NC(=O)N2CC(=O)N3CCc4cc(F)ccc4C3C2)c(C)c1 (stereo not given)
(30) CCOC(=O)C1=C(C)N=C2SC=C(CC(=O)N3CCCCC3C)N2C1c1ccccc1C (stereo not given)
(31) NS(=O)(=O)CCCC(=O)N1CCCC(Nc2ccc(F)c(F)c2)C1 (stereo not given)
(32) CN(Cc1ccc(C#N)cc1)Cc1ccco1

Assay by compound	27	28	29	30	31	32
mcGAS inh	-6.7	-12.2	-4.0	.	.	.
hcGAS inh	-6.7	-5.7	-5.4	-14.0	-4.0	-10.0
NPYLR7 ag	6.6	7.9	23.4	2.2	10.4	9.3

# Two entries drawn at random from those above, as already listed:
nr	compound	mcGAS inh	hcGAS inh	NPYLR7 ag
40	CC1=NC2=C(C(=O)CCC2)C(c2cccc(C(F)(F)F)c2)C1C(=O)OCC1CCCO1 (stereo not given)	-4.8	-2.1	-9.7
46	C=CCN1CC(C(=O)NCc2ccc(N3CCCC3=O)cc2)CC1=O (stereo not given)	-15.0	-4.8	3.1

# Going on with the list:
nr	compound	mcGAS inh	hcGAS inh	NPYLR7 ag
51	O=C1CC(c2nc(-c3cccc(Cl)c3)no2)CN1c1ccc2c(c1)OCCO2 (stereo not given)	-2.5	4.8	3.7
52	COc1ccccc1-n1cc(C(=O)NCCS(C)(=O)=O)cn1	-11.6	-9.4	8.1
53	CCN(CC(C)(C)O)C(=O)c1ccc(Br)c(F)c1	-7.9	-10.5	10.5
54	O=C(c1ccc2c3c(cccc13)CC2)C1CCCN(C(=O)c2cncs2)C1 (stereo not given)	.	-9.2	20.3
55	COCCc1noc(CN2CCc3onc(-c4ccc(Cl)cc4)c3C2)n1	-12.6	-2.8	24.2
56	C=CCn1c(SCC(=O)NCc2ccccc2)nc2sc3c(c2c1=O)CCC3	-1.5	-0.3	-3.0
57	CCc1nc2ccc(C(=O)N3CCN(C(C)=O)CC3)cn2c1N(C=O)Cc1ccc(OC)cc1	-1.0	-5.4	19.1
58	O=C(NCCOc1ccccc1F)C12CC3CC(CC(C3)C1)C2	.	-4.4	-3.1
59	Cc1ccccc1N1CCn2c1nc1c2c(=O)n(CCN2CCOCC2)c(=O)n1C	-8.9	-4.4	3.2
60	CC(C)CNC(=O)C1(C)CCCN1Cc1ccc(S(C)(=O)=O)cc1 (stereo not given)	.	-16.1	3.0
61	COc1cc2nc(-c3ccc([N+](=O)[O-])cc3Cl)oc(=O)c2cc1OC	-2.8	-2.7	-1.0
62	CCOc1cc(Br)cc(/C=N\Nc2nc(N3CCCCC3)nc(N3CCCCC3)n2)c1O	-4.2	-5.1	20.2
63	C=Cc1ccc(C(=O)N2CCC3(CCCNC3)C2)cc1 (stereo not given)	-11.9	-2.4	0.2
64	CN1CCN(NC(=O)NC2CC(=O)N(c3ccccc3)C2)CC1 (stereo not given)	-5.5	-1.6	6.1
65	Cn1nnnc1SCC(=O)Nc1ccc(Cl)cn1	.	-1.0	5.9
66	O=C(Nc1ccnn1C1CCCCC1)c1cc2c(s1)CCC2	-3.2	-12.9&-3.8	2.5&5.7
67	Cc1cc(N2CCC(N(C)C(=O)NC(C)C)CC2)nc(C)n1	.	-9.6	7.1
68	O=C(c1cc(-c2ccccc2)n[nH]1)N1CCC(C(O)(c2ccccc2)c2ccccc2)CC1	0.2	0.0	-5.4
69	O=C(Cn1cc(-c2nnc(-c3ccccc3)o2)c2ccccc21)NCCc1ccccc1	-7.4	-2.8	-1.1
70	CCN(CC)S(=O)(=O)c1ccc(Cl)c(NC(=O)N2CCCC(N3CCCC3)C2)c1 (stereo not given)	.	-10.3	3.6
71	CC(Oc1nncc2ccccc12)C(=O)Nc1ccc(Cl)cc1Cl (stereo not given)	.	-10.9	8.9
72	CC(C(N)=O)N(c1ccc(Oc2ccccc2)cc1)S(C)(=O)=O (stereo not given)	-6.0	-10.8	2.7
73	Cn1c(=O)n(Cc2ccccc2)c(=O)c2c1nc1n2CCN1c1ccccc1	.	-11.6	10.9
74	CCNS(=O)(=O)c1ccc(F)c(C(=O)N2CCC(c3n[nH]c(=S)o3)CC2)c1	-9.1	-10.6	1.2
75	CSc1nc2c(c(=O)[nH]c(=O)n2C)n1Cc1ccccc1	1.3	4.2	-17.7
76	c1ccc(-c2ncn(CCc3cnc[nH]3)c2-c2cccn2-c2ccccn2)cc1	-2.7	-1.2	14.9
77	COc1cccc(C(=O)N(CC(=O)N2CCc3sccc3C2COc2cccc(F)c2)Cc2ccco2)c1 (stereo not given)	-3.9	-4.1	-2.1
78	CC(C)N(Cc1nccn1C)C(=O)C1CCCCO1 (stereo not given)	-18.2	-5.6	7.5
79	CCCCc1nc(N2CCCN(C(=O)C(CC)c3ccccc3)CC2)c2c(C)nn(-c3ccc(F)cc3)c2n1 (stereo not given)	-5.5	-2.9	8.1
80	O=C(NCc1ccco1)c1csc(COc2cccc(C(F)(F)F)c2)n1	-5.8	-5.4	4.1
81	CCSc1nnc2c(n1)OC(/C=C/c1ccco1)Nc1ccccc1-2 (stereo not given)	8.6	8.1	-3.1
82	CC(c1cccc(-c2cccc3c(N)ccnc23)c1)N(C)C (stereo not given)	.	-6.4	2.5
83	CC(C)NC(=O)NC(=O)CSc1nnc(-c2ccco2)n1C	-3.3	-12.6	2.9
84	Cc1cc(-n2cccn2)ccc1CN1CCCC(CNC(=O)c2n[nH]c3ccccc23)C1 (stereo not given)	.	-7.0	4.4
85	CCn1cc(C(CC(=O)N2CCN(c3cccc(Cl)c3)CC2)c2cc(OC)cc(OC)c2)c2ccccc21 (stereo not given)	1.1	-3.0	-10.9
86	Cc1ccc(NC(=O)N(CC(=O)N(CCc2c[nH]c3ccccc23)Cc2ccc(C(F)(F)F)cc2)C2CC2)cc1Cl	-0.1	0.2	-9.4

# Some of these compounds in order of SMILES length, smallest number first.
nr	compound	mcGAS inh	hcGAS inh	NPYLR7 ag
82	CC(c1cccc(-c2cccc3c(N)ccnc23)c1)N(C)C (stereo not given)	.	-6.4	2.5
81	CCSc1nnc2c(n1)OC(/C=C/c1ccco1)Nc1ccccc1-2 (stereo not given)	8.6	8.1	-3.1
76	c1ccc(-c2ncn(CCc3cnc[nH]3)c2-c2cccn2-c2ccccn2)cc1	-2.7	-1.2	14.9
77	COc1cccc(C(=O)N(CC(=O)N2CCc3sccc3C2COc2cccc(F)c2)Cc2ccco2)c1 (stereo not given)	-3.9	-4.1	-2.1
85	CCn1cc(C(CC(=O)N2CCN(c3cccc(Cl)c3)CC2)c2cc(OC)cc(OC)c2)c2ccccc21 (stereo not given)	1.1	-3.0	-10.9
